IMPase inh = cell-permeable inhibitors of inositol monophosphatase (IMPase) | inhibition (IP1 accumulation), % at 46.1 µM | CHO-M1 cells, IP1 accumulation, HTRF TR-FRET ratio | 120,000 tested, under 10 active | P97697; active = well fitted curve in the direction sought with a large enough effect in the signal ratio, not every such curve was filed as active; inconclusive = small, poorly fitted or top-dose-only effect, or a change in a side signal; inactive = no such curve, though single readings can be large or run the other way; the % refers to the signal ratio;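 note: cells stimulated with carbachol in lithium chloride buffer; plate controls were DMSO basal wells for no effect and reference inhibitor wells for full effect; higher means more IMPase inhibition seen as more IP1 and lower FRET ratio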
Target sequence (P97697 whole entry, looked up): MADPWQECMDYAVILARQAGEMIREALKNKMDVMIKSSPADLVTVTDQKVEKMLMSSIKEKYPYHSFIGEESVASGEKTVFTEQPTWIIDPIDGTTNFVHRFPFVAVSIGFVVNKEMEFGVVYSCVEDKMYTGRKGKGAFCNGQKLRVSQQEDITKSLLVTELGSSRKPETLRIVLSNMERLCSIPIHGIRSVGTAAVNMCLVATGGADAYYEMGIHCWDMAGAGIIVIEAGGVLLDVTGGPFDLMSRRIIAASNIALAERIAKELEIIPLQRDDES
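Measured: the HTRF emission ratio (665/620 nm) plus the 620 nm donor channel, each fitted to the Hill equation to give AC50. Cells were CHO-M1 given compounds up to 46 uM and a 30 min carbachol stimulation at 37C.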
* marks the source's active call; other numbers are inactive results; ? = inconclusive. Only part of the results is shown; count on the stated rates, not on these rows.

item	mol	IMPase inh
1	COc1cccc(NC(=O)C2CC(=O)N(c3ccc(Br)cc3)C2)c1 (stereo not given)	1.5
2	COc1ccc(OC)c(NC(=O)/C=C/c2ccc(C)o2)c1	9.8
3	Cc1cc(C)c2oc(-c3cccc(NC(=O)c4cc5ccccc5o4)c3)nc2c1	-3.3
4	CCC(C(=O)Nc1cc(C)ccc1OC)n1nnc(C(=O)OC)c1C(=O)OC (stereo not given)	6.3
5	COc1ccc(-c2cc(C(F)(F)F)nc(SCC(=O)Nc3ccc(C(C)=O)cc3)n2)cc1	2.6
6	Cc1cccc(CCn2c(=O)c3ccccc3n(Cc3cccc(F)c3)c2=O)c1	-2.3
7	Cc1ccc(OCC(=O)Nc2ccc3[nH]c(=O)sc3c2)cc1	7.7
8	COc1ccc(-n2c3c(c(=O)[nH]c2=O)C(NC(=O)c2ccccc2Cl)(C(F)(F)F)C(=O)N3)cc1 (stereo not given)	-5.0
9	Cc1ccc(CNC(=O)c2ccc(Cn3c(=O)c4ccccc4n(CC(=O)Nc4ccc(C)cc4)c3=O)cc2)cc1	7.1
10	Fc1ccc(-c2cn3cc(Cc4ccc(Cl)cc4)sc3n2)cc1	3.2
11	COc1ccc(-c2nc(SCC(=O)Nc3ccccc3)c(-c3ccc(F)cc3)[nH]2)cc1OC	21.9
12	CC(C)c1ccc(NC(=O)C2CCN(S(=O)(=O)c3ccc(Br)s3)CC2)cc1	2.5
13	COc1ccc(OC)c(NC(=O)Cc2c(C(=O)O)n(C)c3ccc(C)cc23)c1	8.3
14	CCOc1ccccc1C1CC(=O)NC(C)=C1C(=O)OCc1ccc(C)cc1 (stereo not given)	6.5
15	CCOC(=O)c1c(NC(=O)COc2ccc(F)cc2)sc2c1CCC(C)C2 (stereo not given)	-2.2

Some of the entries so far, with the structure last.
no. | IMPase inh | smiles
4 | 6.3 | CCC(C(=O)Nc1cc(C)ccc1OC)n1nnc(C(=O)OC)c1C(=O)OC (stereo not given)
5 | 2.6 | COc1ccc(-c2cc(C(F)(F)F)nc(SCC(=O)Nc3ccc(C(C)=O)cc3)n2)cc1

The list goes on:
item	mol	IMPase inh
16	Fc1ccc([C@@H]2Nc3ccccc3[C@@H]3C=CC[C@@H]32)cc1	4.6
17	COc1cccc(C2CC(=O)Nc3cc(OC)c(OC)c(OC)c32)c1OC(C)C (stereo not given)	-2.1
18	COc1ccc(NC(=O)COc2ccc(S(=O)(=O)NC3CCCCC3)cc2)c(OC)c1	-4.3
19	CCOc1ccc(-c2nn(-c3ccccc3)cc2C2NC(=O)NC(C)=C2C(=O)OC(C)C)cc1 (stereo not given)	1.9
20	Cc1nc2scc(C)n2c(=O)c1S(=O)(=O)NCCc1ccccc1	-5.2
21	CCCCOc1cccc(C(=O)Nc2ccc3oc(-c4cccnc4)nc3c2)c1	-8.9
22	Cc1cc(Br)ccc1NC(=O)C(Cc1ccccc1)NS(=O)(=O)c1ccc(Br)s1 (stereo not given)	-2.8
23	CCC(=O)Nc1sc2c(c1C(=O)Nc1ccc(OC)cc1)CCC(C(C)(C)C)C2 (stereo not given)	-2.4
24	Cc1ccc(-c2nnc(Nc3ccc(C(N)=O)cc3)c3ccccc23)cc1S(=O)(=O)N1CCCCC1	14.2
25	CC(=O)c1cccc(NS(=O)(=O)c2cccc(S(=O)(=O)c3ccc(Br)cc3)c2)c1	-1.7
26	O=C(C1CCCN(S(=O)(=O)c2cccc3nonc23)C1)N1CCN(c2ccccc2F)CC1 (stereo not given)	?
27	CCOC(=O)c1c(Nc2ccccc2)nnc(-c2ccccc2)c1-c1ccccc1	7.4
28	COC(=O)c1ccc(NC(=O)CN2C(=O)c3cccc4cccc2c34)cc1	11.7
29	CC(=O)c1cccc(NC(=O)Cn2cnc3c2c(=O)n(C)c(=O)n3C)c1	-7.4
30	COc1ccc(C2c3c(oc4ccccc4c3=O)C(=O)N2c2nc(C)c(C)s2)cc1 (stereo not given)	-11.8

(cont.)
item	mol	IMPase inh
31	CCn1c2ccccc2c2cc(CN3CCN(Cc4ccc(Br)cc4)CC3)ccc21	1.2
32	COc1cccc(NC(=O)c2cn(C3CCCCC3)c(=O)c3c2c2ccccc2n3C)c1	?
33	COC(=O)c1c(NC(=O)CCCOc2ccccc2C)sc2c1CCC2	-8.3
34	Cc1ccc(S(=O)(=O)NC2(C(F)(F)F)NC(=O)N(c3ccc(F)cc3)C2=O)cc1 (stereo not given)	-4.6
35	Cc1ccc(-c2nc(NC(=O)CSc3ncnc4sc5c(c34)CCC(C)C5)ns2)cc1 (stereo not given)	3.1
36	Cc1ccc2c(c1)-c1cc(C)nn1C(c1cc(Br)ccc1O)N2 (stereo not given)	3.9
37	O=C(c1ccc(F)cc1)n1nc(-c2ccccc2)nc1NCc1ccco1	?
38	Cn1c(=O)c2c(nc(N3CCOCC3)n2Cc2ccccc2Cl)n(C)c1=O	10.9
39	COc1cc(NC(=O)c2ccc(C)c(Cl)c2)ccc1NC(=O)c1cc2ccccc2o1	0.3
40	CCOC(=O)N1CCN(C(=O)CN(c2ccc(C)cc2C)S(=O)(=O)c2ccccc2)CC1	0.1
41	COc1cccc(N2CCN(C(=O)C3CCC(CNS(=O)(=O)c4ccc(Br)s4)CC3)CC2)c1 (stereo not given)	14.7
42	CC1=C(C(=O)OCC2CCCCC2)C(c2ccccc2F)CC(=O)N1 (stereo not given)	0.8
43	CCOc1ccc(C2CC(=O)c3c([nH]c(C(=O)OCCOc4ccccc4)c3C)C2)cc1 (stereo not given)	-1.8
44	Cc1cccc(C)c1Nc1c(-c2cccs2)nc2ncccn12	8.4
45	Cc1cccc(-c2nc3cc(NC(=O)Cc4ccc(Cl)cc4)ccc3o2)c1	-1.4

Carrying on:
item	mol	IMPase inh
46	Cc1ccc(NC(=O)c2cc3c(-c4ccccc4)nn(-c4ccccc4)c3s2)cc1	-5.6
47	O=S(=O)(Nc1ccc2oc3c(c2c1)CCCC3)c1cc(Cl)ccc1Cl	-3.5
48	N#C/C(=C\c1cccc(F)c1)c1nc(-c2cc3ccccc3oc2=O)cs1	-12.1
49	Cc1ccc(-c2nnc(Nc3ccc(Cl)cc3)c3ccccc23)cc1S(=O)(=O)N1CCOCC1	-11.3
50	CCOc1ccc(N(C(C)C(=O)Nc2cc(Cl)ccc2OC)S(C)(=O)=O)cc1 (stereo not given)	3.6
51	COc1cccc(CNc2ccc3c(c2)ncn3C)c1OC	17.2
52	Cc1cc(C)cc(C(=O)Nc2ccc(-c3nc4ncccc4o3)cc2)c1	?
53	CCOC(=O)c1[nH]c2c(c1Cc1ccccc1OC)C(=O)CC(c1ccc(OC)cc1)C2 (stereo not given)	10.4
54	CCOC(=O)c1ccc(NC(=O)Nc2cc3c(cc2N2CCCC2)n(C)c(=O)n3C)cc1	5.0
55	Cn1c(=O)n(C)c2cc(NS(=O)(=O)c3ccc(Cl)cc3)c(NCc3ccccc3)cc21	0.7
56	CC(=O)Nc1ccc2nc(-c3cc(C)ccc3C)[nH]c2c1	-6.5
57	COc1cc(C2c3c(oc4ccc(C)cc4c3=O)C(=O)N2Cc2ccc(F)cc2)ccc1O (stereo not given)	-3.2
58	Cc1ccc(S(=O)(=O)N2CCC(C(=O)Nc3cc(C)ccc3C)CC2)cc1	-7.5
59	CCCc1nc2nc(C)c(NS(=O)(=O)c3ccc(F)cc3)c(=O)n2[nH]1	-0.1
60	N#C/C(=C\c1ccc(OCc2ccc(Cl)cc2Cl)cc1)c1nc2ccccc2[nH]1	-8.2

(list continues)
item	mol	IMPase inh
61	CCCc1nnc(NC(=O)CSc2nnc3c4ccccc4n(CC)c3n2)s1	-13.2
62	Cc1cccc(N(CC(=O)NCCc2ccccc2)S(=O)(=O)c2ccccc2)c1C	14.1
63	CC(C)C12CN3CC(C(C)C)(CN(C1)C3c1ccc(Cl)cc1)C2=O (stereo not given)	-7.0
64	COc1ccccc1N(CC(=O)Nc1ccccc1C(F)(F)F)S(=O)(=O)c1ccc(C)cc1	4.1
65	Cc1cccc(C)c1OCC(=O)NC(Cc1c[nH]c2ccccc12)C(=O)O (stereo not given)	-1.1
66	O=C(Nc1cccc(NC(=O)c2ccccc2Cl)c1)c1cccc(Br)c1	-7.0
67	CCCCNC(=O)CCSc1nc(-c2ccc3c(c2)OCO3)cc(C(F)(F)F)n1	?
68	COc1ccc(/C=C(\NC(=O)c2ccccc2)C(=O)NC2CCCCC2)cc1	?
69	COc1ccc(CCNC(c2ccc(F)cc2)c2nnc(-c3ccccc3Cl)o2)cc1OC (stereo not given)	14.4
70	COc1ccc(-c2ccc3c(N)c(C(=O)Nc4cc(F)ccc4C)sc3n2)cc1	-5.5
71	COc1cccc(NC(=O)c2sc3nc(C)c(C(=O)Nc4ccc(C)cc4C)c(-c4ccc(C)o4)c3c2N)c1	-4.2
72	CCOc1ccc(S(=O)(=O)Nc2ccc3oc4c(c3c2)CC(C)CC4)cc1 (stereo not given)	-1.9
73	CCNc1nc(Oc2ccc(OCC(=O)OC)nn2)nc(N2CCOCC2)n1	7.8
74	Cc1c(NC(=O)c2ccc(-c3cccc([N+](=O)[O-])c3)o2)cccc1-c1nc2cc(Cl)ccc2o1	0.8
75	Cc1cccc(C(=O)Nc2ccc3oc(-c4ccncc4)nc3c2)c1	-4.7

The list continues:
item	mol	IMPase inh
76	CCOc1ccccc1NC(=O)c1c(NC(=O)COc2ccccc2)sc2c1CCCCC2	-1.0
77	Cc1ccc(NC2(c3ccccc3)C(=O)c3ccccc3C2=O)cc1F	5.5
78	CCOc1ccc(NC(=O)c2ccc(-c3cccc(Cl)c3C)o2)cc1	-9.2
79	COc1ccc(-c2noc(CCC(=O)N(C)c3ccccc3C)n2)cc1	0.5
80	CC(C)(C)NC(=O)CCSc1nc(-c2ccc3c(c2)OCO3)cc(C(F)(F)F)n1	3.4
81	Cc1ccccc1NC(=O)NCCCN1CCN(c2ccccc2F)CC1	5.0
82	CCOC(=O)c1c(Nc2ccc(F)cc2)nnc(-c2ccccc2)c1-c1ccccc1	3.0
83	COC(=O)c1ccc(NC(=O)CN(C)S(=O)(=O)c2ccc(Br)s2)cc1	2.3
84	Cc1cccc(NC(=O)c2c(NC(=O)C(F)(F)F)sc3c2CCCCC3)c1	5.1
85	O=C(Nc1cccc(-c2nc3ccccc3o2)c1)c1ccc(-c2ccc(Br)cc2)o1	0.8
86	Cc1cc(=O)oc2cc(OCC(=O)Nc3c(C(C)C)cccc3C(C)C)ccc12	-11.3
87	CCOC(=O)NC1(C(F)(F)F)NC(=O)N(c2ccc(C)c(C)c2)C1=O (stereo not given)	-10.7
88	CCCCc1ccc(C(=O)N/C(=C\c2ccc(C)cc2)C(=O)NC2CCCCC2)cc1	-3.2
89	O=C(c1cc2ccccc2oc1=O)N1CCN(c2ccc(F)cc2)CC1	2.1
90	CCOC(=O)C1CCN(CC(=O)Nc2cc(C)c3c(=O)oc4ccccc4c3n2)CC1	7.1

The listing continues.
item	mol	IMPase inh
91	Cc1nc2scc(C)n2c(=O)c1S(=O)(=O)Nc1cccc(C(F)(F)F)c1	-0.2
92	Cc1cc2c(cc1C)NC(CC(=O)Nc1cccc(Cl)c1)C(=O)N2 (stereo not given)	-1.9
93	COc1cccc(C(=O)N2c3ccc(C)cc3C(C)(c3ccccc3)CC2(C)C)c1 (stereo not given)	1.7
94	N#C/C(=C\c1cccc(F)c1)c1nc(-c2cc3c(ccc4ccccc43)oc2=O)cs1	-6.2
95	COc1cccc(-c2ncnn2-c2sc3c(c2C#N)CCCCC3)c1OC	-6.6
96	Cc1ccc2oc(-c3cc(NC(=O)/C=C/c4ccco4)ccc3Cl)nc2c1	9.9
97	COc1ccc(C(=O)c2oc3ccccc3c2NC(=O)c2cccc(OC)c2)cc1	?
98	Cc1ccc([C@H]2Nc3ccc(S(=O)(=O)Nc4cccc(Cl)c4C)cc3[C@H]3C=CC[C@H]32)cc1	11.1
99	CCCCOc1cccc(C(=O)Nc2sc3c(c2C(=O)OCC)CCCC3)c1	-10.6
100	CCOC(=O)c1cnc2ccccc2c1Nc1ccc(N2CCOCC2)cc1	-2.5
101	CCn1c2ccccc2c2cc(CN3CCN(Cc4ccc(OC)c(OC)c4)CC3)ccc21	6.1
102	Cc1cc(C)c2nc(C)cc(Nc3cccc(C(=O)O)c3)c2c1	-6.1
103	COc1ccc(NC(=O)c2sc3nc(C)c(C(=O)Nc4ccc(C)cc4C)c(-c4ccc(C)o4)c3c2N)cc1	3.5
104	Cc1cc(NC(=O)c2ccccc2Cl)ccc1NC(=O)c1ccccc1	-10.2
105	Cc1cc(C)n(-c2nc3ccccc3nc2Nc2cc(Cl)ccc2C)n1	1.1

The list goes on:
item	mol	IMPase inh
106	FC(F)(F)c1cccc(N2CCN(Cc3nnc(-c4ccc5c(c4)OCO5)o3)CC2)c1	11.7
107	Cn1c(=O)oc2cc(S(=O)(=O)Nc3ccc(C(=O)O)cc3)ccc21	-5.6
108	CCCOc1ccc(-c2cc(C(F)(F)F)c(C#N)c(SCCC(=O)O)n2)cc1	0.2
109	O=C(CSc1nc(-c2ccccc2)cc(=O)[nH]1)Nc1ccccc1F	8.3
110	Cc1ccc(Cn2cc(/C=C(/C#N)C(=O)Nc3cccc(Cl)c3)c3ccccc32)cc1	-6.9
111	CC1CCCCN1CC(=O)N1CCCc2c1c(=O)oc1ccc(OCc3ccccc3)cc21 (stereo not given)	18.3
112	Cc1ccc(NS(=O)(=O)c2ccc3nc(-c4ccccc4)[nH]c3c2)c(Br)c1	0.0
113	COC(=O)c1c(C)oc2ccc(N(C(=O)Oc3ccccc3)S(=O)(=O)c3ccc(C(C)(C)C)cc3)cc12	0.7
114	COc1ccc(-c2cc(C(=O)Oc3cccc(C)c3C)c3ccccc3n2)cc1	-7.6
115	Cn1c(=O)c2c(ncn2CC(=O)Nc2cccc(Cl)c2Cl)n(C)c1=O	?

Compound activity as filed in PubChem.
